Pf Dd2 inh = blocks in vitro growth of P. falciparum Dd2. AID 1347417. hit rate 4.3% among 120,000. Potency, µM (series often up to 28.9 µM), inactives show at the top dose activity, negative = inhibition, actives largely listed as inhibitors. P. falciparum Dd2 growth, SYBR Green, 72 h; active = well fitted inhibition curve with a large enough effect; inconclusive = small, poorly fitted or top-dose-only effect; inactive = no such curve, though single readings can be large or run the other way;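 also: plate controls were DMSO vehicle for no effect and reference drug for full effect; nearly all actives have a fitted effect of over 65% in size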
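Readout: SYBR Green fluorescence, 485 nm excitation, 535 nm emission, after ~16 h lysis at 37C. Before that, Dd2-infected red cells (2.5% hematocrit) grew 72 h with compound, 29 uM top final concentration.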
* hit, by the source's call; i = inactive; ? = inconclusive; [ ] = remark or other dose. Potency is read from the fitted curve at half-maximal effect. This is a subset, so the mix of outcomes need not match the whole.

SMILES | Pf Dd2 inh
Cn1cnc(S(=O)(=O)N2CCCC(Cc3noc(-c4cnccn4)n3)C2)c1 (stereo not drawn) | 22%
COc1ccc(Cn2c(C3CCN(C(=O)COc4ccccc4)CC3)n[nH]c2=O)cc1 | ?
O=C(Nc1cccc(-c2nnc3n2CCCC3)c1)c1cccc(Cl)c1 | ?
CCOc1ccc(CCNC(=O)CCc2cn(Cc3ccc(C)cc3)c3ccccc23)cc1 | i
CC1=C[C@@H](CNS(=O)(=O)Cc2ccccc2)[C@H](C(C)C)C[C@H]1CC(=O)N1CCN(C)CC1 | ?
Cc1ccccc1-c1[nH]nc2ncc(-c3cnn(C)c3)nc12 | i
CCOCC(=O)N1CCC(N2C(=O)C(O)C23CCCCC3)CC1 (stereo not drawn) | 2%
Cc1noc(C2CC3(CCN(C(=O)C(C)C)CC3)CN2C)n1 (stereo not drawn) | 21%
COCCN1C(=O)c2ccccc2C(C(=O)NCCC(C)C)C12CCCC2 (stereo not drawn) | -19%
O=C(O)c1cc(Br)cc(S(=O)(=O)NCc2ccccn2)c1 | -2%
Cc1cc(C)cc(NC(=O)C(=O)NCCc2sc(-c3cccc(F)c3)nc2C)c1 | 20%
Cn1nc(C(=O)N2CCN(c3ccccc3F)CC2)c2c1-c1ccccc1S(=O)(=O)C2 | ?
Cc1ccc(-c2nc(-c3cc4cccc(OCc5cccc(C)c5)c4oc3=O)no2)cc1 | 36%[activator]
Cc1ccc(CCNC(=O)CN(c2ccc(C)cc2)S(=O)(=O)c2c(C)noc2C)cc1 | 11%
Cc1ccc(NC(=O)COc2ccc3oc4c(c3c2)CCCC4)c(C)c1 | 22%
Cc1ccc(-c2nc3ccccc3o2)cc1NC(=O)c1cccc2c(Cl)cccc12 | 35%[activator]
Cc1cccc(Cn2cnc3c(oc4ccccc43)c2=O)c1 | ?
OCCOc1ccccc1CN1CCCC(N2CCN(c3ccccc3)CC2)C1 (stereo not drawn) | ?
COc1ccc(CNC(=O)c2nn(C)c3c2CSc2ccccc2-3)cc1 | 4%
CCc1ccc(CNC(=O)c2nn(-c3ccc(C)c(C)c3)nc2CO)cc1 | 41%[activator]

Retrieved by compound from the list above:
SMILES | Pf Dd2 inh
O=C(Nc1cccc(-c2nnc3n2CCCC3)c1)c1cccc(Cl)c1 | ?
OCCOc1ccccc1CN1CCCC(N2CCN(c3ccccc3)CC2)C1 (stereo not drawn) | ?
Cc1ccc(NC(=O)COc2ccc3oc4c(c3c2)CCCC4)c(C)c1 | 22%

The list goes on.
SMILES | Pf Dd2 inh
Cn1nccc1C(=O)N1CCC2(CC1)CC(N(Cc1ccc(F)cc1)C1CC1)CCO2 (stereo not drawn) | -22%
CC1(C)[C@H](Cc2cc(CC3CCCCC3)on2)C[C@@H]1NC(=O)C1CCC1 | 11µM*
OC(COc1cccc(CN2CCC(c3ncon3)CC2)c1)CN1CCOCC1 (stereo not drawn) | -3%
Cc1ccc(C(=O)N2C[C@@H](F)C[C@H]2C(=O)N2CCc3ccccc3C2)s1 | i
O=C(CN1C(=O)COc2ccc(S(=O)(=O)N3CCCCC3)cc21)NCCc1ccc(Cl)cc1 | 25%
Cc1ccc(C2Cn3cnc(C(=O)N4CCC(C(=O)NCc5ccccc5F)CC4)c3CO2)cc1 (stereo not drawn) | i
Cc1ccccc1CCNCc1c(C(=O)O)c(C)n(Cc2c(F)cccc2Cl)c1C | ?
CN1c2cc(C(=O)N3CCN(c4cccc(Cl)c4)CC3)ccc2C(=O)N2CCCCC21 (stereo not drawn) | ?
O=S(=O)(Cc1ccccc1F)N1CCCC(Cc2noc(C3CC3)n2)C1 (stereo not drawn) | ?
O=c1c2ccccc2cnn1CCNC1CCC2(CCNCC2)CC1 | -2%
Nc1ncc(C(=O)N2CCC3(CC2)[C@H](O)C[C@@H]3O)c(C(F)(F)F)n1 | -7%
Cc1cc(NC(=O)c2cc(-c3ccc(Cl)cc3)on2)n(-c2ccccc2)n1 | 34%
COc1ccc(C(=O)N2CCC3(CC2)C(=O)Nc2ccccc23)cc1 | 52%[activator]
CN(C)c1ccc(C(=O)N2CCCC(n3cc(-c4nc(-c5ccccc5)no4)nn3)C2)cc1 (stereo not drawn) | ?
O=C1c2c(nc(COc3cccc(Cl)c3)n2Cc2ccccc2)NCCN1CCOc1ccccc1 | -22%
CC(=O)Nc1ccc(-c2ccc(=O)n3c2[C@@H]2C[C@@H](CN(C(=O)COc4ccccc4)C2)C3)cc1 | 2%
Cc1cc(=O)n(CC(=O)N2CCN(c3ccccc3F)CC2)c2c1c(C)nn2C | 6%
O=C(CSc1nc(-c2ccccc2)c2ccccc2n1)Nc1ccc(F)cc1 | 2%
Cc1ccc(S(=O)(=O)NCCSc2nnnn2-c2ccccc2)cc1 | -19%
COC(=O)COCC(=O)NC[C@@H]1C=C(C)[C@H](CC(=O)NCc2ccc(F)cc2)C[C@H]1C(C)C | -14%

Four entries from above, set out differently.
CC1(C)[C@H](Cc2cc(CC3CCCCC3)on2)C[C@@H]1NC(=O)C1CCC1
  Pf Dd2 inh: 11µM*
OC(COc1cccc(CN2CCC(c3ncon3)CC2)c1)CN1CCOCC1 (stereo not drawn)
  Pf Dd2 inh: -3%
Cc1ccc(C(=O)N2C[C@@H](F)C[C@H]2C(=O)N2CCc3ccccc3C2)s1
  Pf Dd2 inh: i
O=C(CN1C(=O)COc2ccc(S(=O)(=O)N3CCCCC3)cc21)NCCc1ccc(Cl)cc1
  Pf Dd2 inh: 25%

Remaining list, next part:
SMILES | Pf Dd2 inh
COc1ccc(C(=O)N2CCC(N3C[C@H](O)C[C@H]3C(=O)NC3CCCCC3)CC2)cn1 | -8%
COc1ccc2c(c1)-c1nc(NC(=O)c3ccccc3F)sc1CC2 | -16%
CCN1c2cc(C(=O)N3CCOCC3)ccc2C(=O)N2CCCCCC21 (stereo not drawn) | 19%
Cc1ccc(C(=O)N2CC(C(=O)NCCc3ccncc3)C3(CCOCC3)C2)cc1C (stereo not drawn) | -7%
CC1CCCN(c2ncnc3c2CN(c2ccccc2F)C(=O)CN3C)C1 (stereo not drawn) | -11%
Cc1ccc2nc([C@H]3CCN(C(=O)c4ccccc4)C3)[nH]c2c1 | ?
Cc1ccc(-c2ncc(C(=O)N3CCC[C@H](N)C3)c(=O)[nH]2)cc1 | 10%
CCN(CC)C(=O)Cn1c(=O)nc(-c2ccccc2F)c2cc(Cl)ccc21 | 13%
Cc1ccc(CSc2ncc(Cl)c(C(=O)NCCc3ccc(S(N)(=O)=O)cc3)n2)cc1 | 14%
O=C(Cn1nc2c(cc1=O)CCCCC2)NCCc1cccc(F)c1 | 2%
CN(C1CCOc2ccccc21)S(C)(=O)=O (stereo not drawn) | -18%[44.1 µM]
CNc1ncccc1C(=O)N1CC[C@@H](c2ccc3c(c2)OCO3)[C@H](O)C1 | -8%
Cc1csc2nc(-c3cccc(NS(C)(=O)=O)c3)cn12 | 39%
Cc1cccn2c(CC(=O)N3CCN(C)[C@@H]4CS(=O)(=O)C[C@@H]43)cnc12 | 9%
Nc1cccc(-c2cn(C[C@H]3CC4CCN3C[C@@H]4C(=O)NC3CC3)nn2)c1 (stereo partly drawn) | -2%[44.1 µM]
CCc1ccc(C(=O)c2cn(CC(=O)NC3CCCCC3)c3nc(C)ccc3c2=O)cc1 | 42%[activator]
Cc1cccc(Cn2c(=O)n(Cc3ccccc3)c(=O)c3oc4ccccc4c32)c1 | -7%
CCCCNC(=O)CSc1nc2ccccc2nc1Cc1ccccc1 | -23%
O=C(N[C@H]1CO[C@H]2[C@@H]1OC[C@H]2OCc1ccccc1)c1ccc(C(F)(F)F)cc1 | i
CCc1cccc(NC(=O)Cn2c(N(C)Cc3ccccc3)nc(C)cc2=O)c1 | i
Cc1nn(C)c(C)c1CCNC(=O)Nc1ccccc1C(F)(F)F | 7%
CCOc1ccccc1CNC(=O)CCc1cn(C)c2ccccc12 | -6%
CC[C@H]1CN(C(=O)C(C)(C)C)CC[C@H]1CC(=O)Nc1ccccc1 | -8%[44.1 µM]
COc1ccc(OC)c2nc(-c3cccc(C)c3)c(CN3CCCC(O)C3)cc12 (stereo not drawn) | ?
O=C(N1CCCCC1)N1CCN([S+](=O)([O-])c2ccc(Cl)nc2)C(=O)C1 | -5%
COCCN1CCCN(C(=O)c2cccc(Cl)c2)c2ccccc21 | ?
CC(C)c1nnc(C2CN(C(=O)CCC3CCCCC3)CC23CCOCC3)o1 (stereo not drawn) | -23%
COc1ccccc1CNC(=O)CN1C(=O)CSc2c1c(C)nn2-c1ccccc1 | 36%[activator]
CCc1cccc(C)c1NC(=O)CCn1nc(C)c2c(C)n(-c3ccccc3)nc2c1=O | i
Cc1c(NC(=O)Nc2ccc(C#N)cc2)c(=O)n(-c2ccccc2)n1C | -13%
O=C(NC1CCCC1)N1CCC(Oc2ccccc2-c2nc(-c3ccncc3)no2)C1 (stereo not drawn) | -28%
O=C(Cn1nc2c(cc1=O)CCCCC2)NC1CCS(=O)(=O)C1 (stereo not drawn) | 7%
CN1CC(=O)N(c2ccccc2)Cc2c(NCc3cccc(C(F)(F)F)c3)ncnc21 | -7%
Cc1cn2nc(C(=O)NCc3ccccc3)cc2c(=O)[nH]1 | i
CCCn1c(=O)c2sccc2n2c(CCCC(=O)N3CCN(c4ccccc4OC)CC3)nnc12 | -23%
Cc1ccc(-n2nc(CO)c(C(=O)NCCC(C)C)n2)cc1C | 19%
COC(=O)c1cc(S(=O)(=O)N2CCN(c3cccc(C)c3)C(C)C2)cn1C (stereo not drawn) | i
COc1ccc(CNC(=O)C2(c3ccc(NC(C)=O)cc3)CCC2)cc1 | -15%
COCCNC(=O)[C@H]1C[C@H](Oc2ccccc2)CN1C(=O)COC | 25%
CCOc1ccccc1CN1CCC2(CCN(CCC(C)C)CC2)Oc2ccccc21 | 1µM*

By substructure, those above containing an aryl thioether with sulfur outside any ring.
SMILES | Pf Dd2 inh
O=C(CSc1nc(-c2ccccc2)c2ccccc2n1)Nc1ccc(F)cc1 | 2%
Cc1ccc(S(=O)(=O)NCCSc2nnnn2-c2ccccc2)cc1 | -19%
Cc1ccc(CSc2ncc(Cl)c(C(=O)NCCc3ccc(S(N)(=O)=O)cc3)n2)cc1 | 14%
CCCCNC(=O)CSc1nc2ccccc2nc1Cc1ccccc1 | -23%

The listing continues:
SMILES | Pf Dd2 inh
CSc1ccc(CCNC(=O)c2ccc(CS(=O)(=O)c3ccc(Br)cc3)o2)cc1 | 11%[0.594 µM]
CC(C)c1ccc(CN2CCc3ncc(C(=O)NCc4ccccc4)n3CC2)cc1 | ?
COCc1nc(CCNC(=O)c2cc(C)[nH]n2)no1 | 9%
O=C(CC1CCCN(c2cnn(CC3CC3)c(=O)c2)C1)N1CCN(c2ccccn2)CC1 (stereo not drawn) | ?
CCS(=O)(=O)NCCc1ncc(C)n1CCOC | 17%
Cc1ccccc1NC(=O)c1c(NC(=O)c2ccccc2)sc2c1CCC2 | 4%
CCc1ccc(S(=O)(=O)Nc2cccc(-c3ccc(OC)nn3)c2)s1 | -14%
COCCOc1ccnc(-c2noc([C@@H]3CCCN3Cc3ccncc3)n2)c1 | i
COc1cc(CNC(=O)c2cnc3c(c2)N(c2ccccc2OC)CCC3)cc(OC)c1 | 9%[44.1 µM]
O=C(C1CCCC1)N1CCN(C(=O)N2CC3CC(C2)[C@H]2CCCC(=O)N2C3)CC1 (stereo partly drawn) | 25%
Cc1nc2c(C(=O)NCc3ccccc3Cl)cnn2c(C)c1Cc1ccccc1 | ?
Cn1cccc1CN1CCC2(C1)C(=NC1CCCCC1)NC(=O)N2c1cccnc1 (stereo not drawn) | -4%
CC(C)(C)OC(=O)N1CCC(c2c(C(=O)N3CCN(c4ccc(Cl)cc4)CC3)cnn2-c2ccc(F)cc2F)CC1 | 11µM*
COCc1nc(C2CC(NC(=O)CN3C(=O)CN(C)C3=O)C2)cc(=O)[nH]1 (stereo not drawn) | -12%
CC(=O)c1ccc(Nc2nc3c(S(=O)(=O)c4ccccc4)nnn3c3ccc(Cl)cc23)cc1 | ?
COc1cc(Cl)ccc1C(=O)N1CCN(C(=O)c2nnn3c2COC(c2ccccc2)C3)CC1 (stereo not drawn) | i
O=C1CCc2cc(S(=O)(=O)NCc3ccc(F)cc3)cc3c2N1CC3 | 33%[activator]
Cc1cc2cccc(C(=O)N[C@H]3CCOC[C@H]3C3CCOCC3)c2o1 | 8%
Cn1nc2n(c1=O)CCN(C1CCOCC1)CC2 | -4%
COc1ccc(-c2c3c(nc4sc(C(=O)Nc5cccc(OC)c5)c(N)c24)CC(C)(C)CC3=O)cc1 | ?
N#Cc1ccc(CSc2nc3c(c(=O)[nH]2)CCC3)cc1 | 57%[activator]
CCOc1cccc(NC(=O)C2CC(=O)N(C)C(=Nc3ccc(F)cc3)S2)c1 (stereo not drawn) | i
CCOc1ccc2c(n1)CCN(C(=O)c1ccc(OC)nc1OC)C2 | ?
Cc1csc2nc(CCNS(=O)(=O)c3ccc(F)cc3)cn12 | 18%
c1ccc(-c2nc(C3CCOCC3)nn2CC2COCCO2)cc1 (stereo not drawn) | 1%
O=C(CCC1CCCN(S(=O)(=O)c2ccccc2)C1)NCc1ccc(Cl)cc1 (stereo not drawn) | -16%
CCc1ccc(S(=O)(=O)c2nnn3c2nc(Nc2cc(OC)ccc2OC)c2sccc23)cc1 | i
COc1ccc(C(=O)Nc2ccc(-c3noc([C@@H]4CCCN4Cc4ccccc4C)n3)cn2)cc1 | -20%
Cc1cccc(OCc2ccc(-c3nc(C#N)c(N4CCN(c5ccccc5)CC4)o3)o2)c1 | 10µM*
C#CCNC(=O)C1CN(c2ccccc2)C(=O)N1 (stereo not drawn) | 1%[44.1 µM]
FC(F)(F)CN1C2CCC1CN(c1cnccn1)C2 | 16%[44.1 µM]
CC(C)N1CCC(N2CCN(Cc3cn(C(C)C)c4ccccc34)CC2CCO)CC1 (stereo not drawn) | ?

Compound activity deposited in PubChem by National Center for Advancing Translational Sciences (NCATS).
